MrgX1 allo act: positive allosteric modulators of MrgX1, primary screen, HEK293 cells, Fluo-4 calcium flux; Mas-related G-protein coupled receptor member X1 (Homo sapiens), Q96LB2; FDSS; active compounds read high; B-score at 10 µM; 0.63% of 310,000 active;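 active means plate-corrected calcium response at least 3 library SD above typical, normal starting fluorescence, not activating the receptor alone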;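 further: compound read alongside a low EC10 to EC30 dose of BAM8-22 agonist; peak minus trough fluorescence over baseline measured at the second addition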
Target sequence (Q96LB2 whole entry, looked up): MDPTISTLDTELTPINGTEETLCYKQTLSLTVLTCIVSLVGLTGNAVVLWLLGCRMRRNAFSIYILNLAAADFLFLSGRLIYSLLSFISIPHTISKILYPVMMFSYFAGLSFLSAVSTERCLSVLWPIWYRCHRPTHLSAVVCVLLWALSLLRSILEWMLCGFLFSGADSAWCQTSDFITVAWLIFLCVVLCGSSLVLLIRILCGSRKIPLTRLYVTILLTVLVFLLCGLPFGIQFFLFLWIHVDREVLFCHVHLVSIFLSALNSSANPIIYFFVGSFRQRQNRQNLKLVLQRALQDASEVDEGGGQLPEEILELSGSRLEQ
HDAC3 inh: HDAC3 deacetylase inhibitors, primary screen, biochemical, fluorescence, cell-free homogeneous; Histone deacetylase 3 (Homo sapiens), O15379; recombinant HDAC3, fluorogenic peptide/trypsin coupled; inhibition, % at 8.3 µM; 0.15% of 320,000 active; in the data active means inhibition above about 26%, passing the limit was not always enough; inconclusive means no clear call, values can overlap the other calls
Target sequence (O15379 whole entry, looked up): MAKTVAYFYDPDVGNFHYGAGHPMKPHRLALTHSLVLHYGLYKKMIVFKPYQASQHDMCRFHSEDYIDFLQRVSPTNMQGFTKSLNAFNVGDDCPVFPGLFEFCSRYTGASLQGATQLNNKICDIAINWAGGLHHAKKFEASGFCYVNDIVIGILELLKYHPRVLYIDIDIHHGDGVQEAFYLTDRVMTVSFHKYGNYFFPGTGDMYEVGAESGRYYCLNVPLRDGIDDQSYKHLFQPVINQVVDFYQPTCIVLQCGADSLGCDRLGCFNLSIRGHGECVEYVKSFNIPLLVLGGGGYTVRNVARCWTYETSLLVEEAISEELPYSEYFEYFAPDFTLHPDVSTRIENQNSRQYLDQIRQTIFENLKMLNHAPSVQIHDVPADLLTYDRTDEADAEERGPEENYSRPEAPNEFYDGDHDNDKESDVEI
ANO1 block: TMEM16A chloride channel inhibitors, primary screen, cell-based, HTS. normalized B-score (activity score, 25-100; higher = stronger inhibition) at 10 µM. HEK293 TMEM16A/YFP iodide influx fluorescence, ionomycin. AID 588511, 2011. Anoctamin-1 (Mus musculus), Q8BHY3. 1.2% of 310,000 active;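 active means ratio plate-corrected score three or more library SD toward inhibition, starting fluorescence score within five deviations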;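 further: score derived from kinetic fluorescence span divided by baseline fluorescence per well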
RGS4 inh: RGS4 inhibitors, primary screen, cell-based, HEK293 M3R inducible RGS4, calcium flux. 0.45% of 310,000 active. B-score at 10 µM. Regulator of G-protein signaling 4 (Homo sapiens), P49798. Fluo-4 calcium flux; active compounds read high; triggered by carbachol at its EC20;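 active means B-score, a plate-corrected calcium signal, over three deviations above library mean, with baseline fluorescence within five deviations of library mean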;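 further: RGS4 expression induced by doxycycline in cells with stable M3 receptor; B-score is computed from the integrated fluorescence ratio over baseline after carbachol; higher B-score means a larger calcium signal and so more RGS4 inhibition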
Target sequence (P49798 whole entry, looked up): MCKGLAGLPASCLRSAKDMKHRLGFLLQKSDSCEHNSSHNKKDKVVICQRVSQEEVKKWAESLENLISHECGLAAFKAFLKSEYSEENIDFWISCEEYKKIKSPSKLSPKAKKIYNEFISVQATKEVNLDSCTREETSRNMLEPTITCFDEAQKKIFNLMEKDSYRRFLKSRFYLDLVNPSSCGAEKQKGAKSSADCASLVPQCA
TRPC6 inhibitor: mouse TRPC6 channel inhibitors, primary screen, cell-based, HEK293, membrane potential dye | Short transient receptor potential channel 6 (Mus musculus), Q61143 | B-score at 10 µM | 1.1% of 310,000 active | ACh-evoked depolarization; active compounds read low | AID 2553, 2010;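 active means B-score under library mean minus 3 SD, initial fluorescence not abnormally high, positive integrated signal ratio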;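 further: B-score derived from integrated fluorescence ratio over the kinetic read; more negative B-score means stronger inhibition of depolarization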
MrgX1 agonist: agonists of human MrgX1 receptor, primary screen, HEK293 cells, Fluo-4 calcium flux. Mas-related G-protein coupled receptor member X1 (Homo sapiens), Q96LB2. Fluo-4 calcium fluorescence, agonist mode; active compounds read high. B-score at 10 µM. 0.44% of 310,000 active. AID 588627, 2011;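 active means calcium response B-score plate-corrected fluorescence ratio at least 3 library SD, with starting fluorescence B-score inside 5 SD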
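Assay system: MrgX1-expressing HEK293 cells / Amount: fifteen thousand cells per well / Doses: test compound in the initial addition of three / Timing: cells plated overnight, dye loaded 0.5 h 37 °C, 0.5 h room temperature / Technique: kinetic calcium dye fluorescence, Fluo-4 NW / Control set: positive and negative controls per plate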
MrgX1 antag: antagonists of human MrgX1 receptor, primary screen, HEK293 cells, Fluo-4 calcium flux; AID 588676, 2011; BAM8-22 antagonism; active compounds read low; 1.3% of 310,000 active; Mas-related G-protein coupled receptor member X1 (Homo sapiens), Q96LB2; B-score at 10 µM;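 active means calcium-response B-score plate-corrected more than 3 library SD below zero, starting fluorescence within 5 deviations, no agonist response on first addition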;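 further: peak minus trough fluorescence over baseline after final BAM8-22 challenge near maximal dose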
SKKanGAS inh: S. pyogenes SKKanGAS growth inhibitors in kanamycin, primary screen, streptokinase expression inhibitor project, SKKanGAS strain, BacTiter-Glo luminescence. 6 h. AID 1662, 2009. inhibition, % at 7.5 µM. 1.3% of 300,000 active;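 active means mean replicate score, as percent of positive control median, at least 50; inconclusive means mean below 50 but one replicate at or above 50; inactive means mean and every replicate below 50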;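 further: strain carries kanamycin resistance gene driven by streptokinase promoter and grows in 40 µg/ml kanamycin; loss of luminescence reflects streptokinase promoter inhibition or plain growth inhibition; 0% = median of DMSO wells and 100% = positive control at its reference dose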
TRPC6 act: mouse TRPC6 channel activators, primary screen, cell-based, HEK293, membrane potential dye; Short transient receptor potential channel 6 (Mus musculus), Q61143; HEK293-TRPC6 membrane potential dye fluorescence; active compounds read high; B-score at 10 µM; 0.13% of 310,000 active; AID 2550, 2010;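 active means B-score of the integrated fluorescence ratio above library mean plus 3 SD, and starting fluorescence ratio within library mean plus 5 SD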;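 further: higher score means more depolarization so channel activation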
ANO1 activ: TMEM16A chloride channel activators or potentiators, primary screen, cell-based, HTS; AID 623877, 2012; Anoctamin-1 (Mus musculus), Q8BHY3; HEK293 TMEM16A/YFP-H148Q/I152L, iodide quench fluorescence; active compounds read low; 0.3% of 340,000 active; B-score at 10 µM;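 active means fluorescence-ratio B-score plate-corrected deviation score at least 3 library SD below zero, with starting fluorescence score within 5 deviations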;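 further: channel opened by trigger with iodide after compound preincubation; score built on the fluorescence ratio of max minus min over baseline; more negative score means more quench and so TMEM16A activation or potentiation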
RGS4 pot: RGS4 potentiators or activators, primary screen, cell-based, HEK293 M3R inducible RGS4, calcium flux. B-score at 10 µM. 0.92% of 310,000 active. carbachol calcium flux Fluo4; active compounds read low;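 active means B-score of the integrated calcium signal more than 4 SD below the library mean, with starting fluorescence not abnormally high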;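 further: negative B-score means reduced calcium response which marks RGS4 activation or potentiation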
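Detection: kinetic calcium fluorescence imaging with Fluo4-AM dye, 2 µM / Material: HEK293 cells with stable M3R and inducible RGS4 / Schedule: recording 10 s baseline at 1 Hz, 100 s post-agonist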
Numbers without * were called inactive; i = inactive; ? = inconclusive; . = not tested or not shown.

SMILES | MrgX1 allo act | HDAC3 inh | ANO1 block | RGS4 inh | TRPC6 inhibitor | MrgX1 agonist | MrgX1 antag | SKKanGAS inh | TRPC6 act | ANO1 activ | RGS4 pot
COc1ccc(CCNC(=O)C(=O)NCC2CCCO2)cc1 (centres undefined) | i | 5 | i | i | i | i | i | -1 | i | i | i
CN(C)S(=O)(=O)c1ccc2nnn(O)c2c1 | i | -5 | i | i | i | i | i | 2 | i | i | i
CCOc1c(Cl)cc(C(=O)Nc2ccccc2C(=O)O)cc1Cl | i | 5 | 100* | i | i | 48* | i | 10 | i | i | i
CC(C)Cn1c(O)c(N=NC(=O)c2cccc(S(=O)(=O)N3CCCCC3)c2)c2ccccc21 | i | 2 | i | i | i | i | i | 53* | i | i | i
Cn1nc(C(=O)NCc2cccs2)c2ccccc2c1=O | i | -6 | i | i | i | i | i | -8 | i | i | i
Cc1cc(-c2ccc(C(C)C)c(S(=O)(=O)N3CCC(C)CC3)c2)on1 | i | 5 | i | i | i | i | i | 16 | i | i | i
COc1cc(OC)cc(C(=O)NNS(=O)(=O)c2ccc(F)cc2)c1 | i | 3 | i | i | i | i | i | -3 | i | i | i
O=C(Cc1ccc(Cl)cc1)Nc1cc(Cl)ccn1 | i | -10 | i | i | i | i | i | 1 | i | i | i
CCn1c(/C=C/c2ccc([N+](=O)[O-])o2)nc2ccccc2c1=O | i | 4 | i | i | i | i | i | -5 | i | i | i
Clc1ccc(OCc2nn3c(-c4ccco4)nnc3s2)cc1 | i | 7 | i | i | i | i | i | -2 | i | i | i
CCN(CC)C(=O)N1CCc2ccccc21 | i | -1 | i | i | i | i | i | -2 | i | i | i
CCc1nn(C(C)C(=O)NCc2cccc(Cl)c2)c(=O)c2cc3occc3n12 (centres undefined) | i | 4 | i | i | i | i | i | 4 | i | i | i
O=[N+]([O-])c1ccc(NC(=S)NCC(c2cccnc2)N2CCOCC2)cc1 (centres undefined) | i | 6 | i | i | i | i | i | 8 | i | i | i
COc1ccc(/C=N/NC(=O)c2ccncc2)cc1COc1ccc(NC(C)=O)cc1 | i | 9 | i | i | i | i | i | -4 | i | . | i
CSCCC(NS(=O)(=O)c1cccs1)C(=O)NCc1ccc(C)cc1 (centres undefined) | i | -1 | i | i | i | i | i | 1 | i | i | i
O=C(NCCS(=O)(=O)N1CCN(c2ccccc2)CC1)C1CC(=O)N(c2ccc(F)cc2)C1 (centres undefined) | i | -3 | i | i | i | i | i | 0 | i | i | i
NS(=O)(=O)c1ccc(-n2ncc3c(=O)[nH]c(SCC(=O)Nc4nccs4)nc32)cc1 | i | 15 | i | i | i | i | i | -4 | i | i | i
C=CCn1c(SCC(=O)NC2CCS(=O)(=O)C2)nc2sc(CC)cc2c1=O (centres undefined) | i | 3 | i | i | i | i | i | -1 | i | i | i
O=C(OCc1ccccn1)c1ccc(COc2ccccc2Cl)o1 | i | 2 | i | i | i | i | i | 2 | i | i | i
O=C(COC(=O)COc1ccccc1)Nc1ccccc1OC(F)F | i | 10 | i | i | i | i | i | 6 | i | i | i
Cc1ccc(C(=O)N2CCN(S(=O)(=O)c3ccc(C)cc3)CC2)cc1 | i | 2 | i | i | -5.1* | i | i | -1 | i | i | i
O=S(=O)(/N=C(/Nc1cccc2ccccc12)c1ccccc1)c1ccccc1 | i | 5 | i | i | i | i | i | -1 | i | i | i
COc1ccc(-n2c(=O)c(CCC(=O)N(C)Cc3ccccc3C)nc3ccccc32)cc1 | i | 3 | i | i | i | i | i | 13 | i | i | i
Cc1cccc(Nc2nnc(SCC(=O)Nc3cccc(S(=O)(=O)N4CCCCC4)c3)s2)c1 | i | 10 | i | i | i | i | i | 12 | i | i | i
CCOc1ccc(C(=O)N2CCN(c3cccc(C)c3C)CC2)cc1 | i | 4 | i | i | i | i | i | -3 | i | i | i
CC(CN1CCCCC1)OC(=O)Cc1ccc(Cl)cc1 (centres undefined) | i | -5 | i | i | i | i | i | 2 | i | i | i
Cc1ccc(NC(=O)C2C3C=CC4(O3)C2C(=O)N(CCCN2CCOCC2)C4C(=O)NC2CCCCC2)cc1Cl (centres undefined) | i | -1 | i | i | i | i | i | -1 | i | i | i
Cc1ccc(OCCCC(=O)Nc2nnc(C3CCCO3)s2)c(C)c1 (centres undefined) | i | 4 | i | i | i | i | i | 2 | i | i | i
Cc1ccc(S(=O)(=O)NCC(=O)OCC(=O)N2N=C(c3ccc(Cl)cc3)CC2c2ccco2)cc1C (centres undefined) | i | -13 | i | i | i | i | i | 70* | i | i | i
CCn1c(SCc2nc(-c3ccccc3)no2)nc2ccccc21 | i | -6 | i | i | i | i | i | -5 | i | i | i
CC(C)(C)C(=O)NC(CC(=O)O)c1ccccc1 (centres undefined) | i | -4 | i | i | i | i | i | -1 | i | i | i
CCc1cc(C(=O)OC)c(NC(=O)CC2Nc3cc(C)c(C)cc3NC2=O)s1 (centres undefined) | i | -5 | i | i | i | i | i | 2 | i | i | i
CCN(C(C)=O)c1ccc(Oc2nc(OC)cc(OC)n2)cc1 | i | 12 | i | i | i | i | i | 3 | i | i | i
Cc1cc(SCc2ccccc2)nc(=O)[nH]1 | i | 4 | i | i | i | i | i | -10 | i | i | i
COc1cc(C(=O)Nc2cc(Cl)ccc2C)c(-n2cnnn2)cc1OC | i | -6 | i | i | i | i | i | -11 | i | i | i
CC(=O)OCc1cc(-c2nn(C)c(=O)c3ccccc23)ccc1C | i | -1 | i | i | i | i | i | -8 | i | i | i
O=C(NC(=S)Nc1ccc(Cc2ccncc2)cc1)c1ccc(F)cc1 | i | 7 | i | i | i | i | i | 5 | i | i | i
COC(=O)c1c(NC(=O)CSc2ncnc3[nH]ncc23)sc2c1CCC2 | i | -2 | i | i | i | i | i | -5 | i | i | i
COc1cccc(CN2CCN(Cc3cccn3-c3cccnc3)CC2CCO)c1 (centres undefined) | i | -1 | i | i | i | i | i | -6 | i | i | i
CC(C)NS(=O)(=O)c1ccc(CCC(=O)N2CCc3ccccc3C2)cc1 | i | -3 | i | i | i | i | i | 5 | i | i | -7.5*
CCOC(=O)N1CCN(C(=O)CSc2ccc(-c3ccncc3)nn2)CC1 | i | -12 | i | i | i | i | i | 2 | i | i | i
CN(C)c1ccc(C(=O)/C=C/c2ccco2)cc1 | i | 9 | i | i | i | i | i | 2 | i | i | i
O=C(N/N=C/c1ccco1)c1ccc(N2CCCC2=O)cc1 | i | 9 | i | i | i | i | i | 19 | i | i | i
CC[n+]1c(/C=C2\Sc3ccccc3N2C)ccc2cccc(C)c21 | . | . | . | i | i | . | . | 69* | i | i | i
Cc1ccc(-n2c(C)cc(/C=N/NC(=O)c3ccncc3)c2C)c(C)c1 | i | 4 | i | i | i | i | i | -2 | i | i | i
Cc1[nH]c2ccc(-c3nnc(SCC(=O)NCc4ccco4)n3Cc3ccccc3)cc2c1C | i | 5 | i | i | i | i | i | 16 | i | i | i
O=C(CCCc1cccs1)N1CCN(S(=O)(=O)c2ccccc2Br)CC1 | i | 6 | i | i | i | i | i | -3 | i | i | i
O=C(CN(Cc1ccco1)C(=O)c1cc(=O)[nH]c2ccccc12)Nc1ccccc1Br | i | -8 | 100* | i | i | i | i | -8 | i | i | i
CC(=O)N1CCN(c2ccccc2NC(=O)c2ccc3ccccc3c2)CC1 | i | -6 | i | i | i | i | i | 1 | i | i | i
COc1ccc(Cn2c(=O)n(Cc3ccco3)c(=N)c3c4c(sc32)COC(C)(C)C4)cc1 | i | 3 | i | . | . | i | i | . | . | i | .
Cc1c(NC(=O)COC(=O)C2CC3C=CC2C3)c(=O)n(-c2ccccc2)n1C (centres undefined) | i | -2 | i | i | i | i | i | -10 | i | i | i
COc1ccc(NC(=O)N(CCCN(C)C)Cc2cc3cc(OC)ccc3[nH]c2=O)cc1 | i | ? | i | i | i | i | i | 1 | i | i | i
COc1cc2c(cc1OC)CN(CC(=O)Nc1ccccc1SC)CC2 | i | 20 | i | i | i | i | i | 3 | i | i | i
Cc1ccccc1SCC(=O)NCCCn1ccnc1 | i | -2 | i | i | i | i | i | -3 | i | i | i
CCCCCCC1CCC(c2nc(-c3ccncc3)no2)CC1 (centres undefined) | i | 4 | i | i | i | i | i | 35 | i | i | i
COc1cccc(-c2cc(C(=O)NC3CCCCC3)no2)c1 | i | -2 | i | i | i | i | i | 18 | i | i | i
COc1cccc(NC(=O)N(Cc2cc3cc(C)cc(C)c3[nH]c2=O)CC2COCCO2)c1 (centres undefined) | i | 0 | i | i | i | i | i | 4 | i | i | i
Cc1ccc(S(=O)(=O)N2CCCCC2)cc1C(=O)N(C)CC(=O)Nc1ccc(Cl)c(C(F)(F)F)c1 | i | ? | i | i | i | i | i | 3 | i | i | i
COc1cccc(Nc2nnc(SCC3CCCCO3)s2)c1 (centres undefined) | i | 4 | i | i | i | i | i | 7 | i | i | i
CCC1CCC(NC(=O)Nc2cccc(OC)c2)CC1 (centres undefined) | i | 0 | i | i | i | i | i | -2 | i | i | i
O=c1oc2ccccc2c(O)c1C=Nc1cccnc1 | i | 7 | i | i | i | i | i | 4 | i | i | i
Nn1cnc2c([nH]c3ccccc32)c1=O | i | -8 | i | i | i | i | i | 2 | i | i | i

Random draw from the library; 6.7% or so of the library scored in one or more.
